# NCI-60 one-dose screen, 48 h, at 10 µM unless noted. Numbers give growth in % (100 = growth as untreated, 0 = no growth, -100 = all killed).
# MDA-MB-231: MDA-MB-231 breast cancer. actives 5% (n = 81,000). AID 1794789
# BT-549: BT-549 breast cancer; actives 4.4% (n = 78,000)
# MCF7: MCF7 breast cancer. actives 6.3% (n = 82,000)
# HS 578T: HS 578T breast cancer; actives 4.1% (n = 78,000)
# T-47D: T-47D breast cancer. actives 5% (n = 79,000)
# SK-MEL-2: SK-MEL-2 melanoma; actives 4.7% (n = 77,000)
# LOX IMVI: LOX IMVI melanoma; actives 7.4% (n = 79,000)
# MALME-3M: MALME-3M melanoma; AID 1794766; actives 5.8% (n = 78,000)
# * marks the source's active call; other numbers are inactive results; · = no result given; & = joins results of further samples. How the source made its calls: active means growth percent below 10; inactive means the rest.
SMILES,MDA-MB-231,BT-549,MCF7,HS 578T,T-47D,SK-MEL-2,LOX IMVI,MALME-3M
CC(=O)OC1=C(Cl)CCc2ccccc21,89,99,91,81,86,99,97,95
N#Cc1nc2c(S(=O)(=O)c3ccc(Cl)cc3)c(N)n(Nc3cccc(Cl)c3)c2nc1C#N,59,48,59,31,54,121,61,25
COc1ccc2c(c1OC)C(=O)OC2C1c2c(c(COC(=O)C(NC(=O)OC(C)(C)C)C(C)C)c3c(c2OC)OCO3)CCN1C (stereo unspecified),99,102,93,108,98,114,98,105
COC(=O)CCc1n(Cc2ccc3ccccc3c2)c2ccccc2[n+]1Cc1ccc2ccccc2c1,-39*,-7.3*,2.0*,25,-0.4*,-56*,-59*,-35*
CCc1sc(N)nc1-c1ccccc1,108,107,106,85,99,102,99,123
CC[C@H](Nc1nc(N)nc(C)c1C#N)c1nc2cccc(N3CCC(CC(=O)NO)CC3)c2c(=O)n1-c1ccccc1,88,83,73,72,54,90,89,88
Cc1ccc(=O)[nH]n1,118,113&112,96&101,94&105,95&109,100&116,107&95,106&112
C=CCN1C(=O)/C(=C\C(=O)c2cc3ccccc3oc2=O)c2ccccc21,91,101,48,92,76,104,88,44
CC(=O)c1c(C)[nH]c(-c2nc3ccc(N4CCN(C)CC4)cc3[nH]2)c1-c1ccc2c(c1)OCCO2,36,63,10,30,38,76,·,34
CC(=O)OCC1O[C@@H](OC(C)=O)[C@@H](NC(=O)NS(=O)(=O)c2ccc([N+](=O)[O-])cc2)C(OC(C)=O)[C@@H]1OC(C)=O (stereo partly specified),104,101,92,110,·,109,98,106
Cc1ccc(C(=O)CSc2nc3ccc(F)cc3c(=O)n2-c2ccc(Cl)cc2)cc1,14,1.4*,65,-19*,96,99,61,40
O=[N+]([O-])c1cccc(Br)c1,115,·,102,107,122,·,109,98
COc1cccc(/C=C/C(=O)c2ccccc2)c1,108,94,23,97,95,100,88,·
O=C1NC(=S)NC(=O)C1=Cc1cn(Cc2cn(Cc3ccc(Cl)cc3Cl)nn2)c2ccccc12,93,87,100,100,106,98,100,105
Cc1cc(CCNC=O)c(C)c2c1sc1ccccc12,80,97,100,54,93,109,98,105
Nc1nonc1-c1nc2ccccc2n1Cc1ccccn1,90,103,77,71,90,105,94,96
Cc1cc(-c2ccco2)c(C#N)c(=O)n1CC#N,104,99,101,116,96,110,96,98
CC1=CC(=O)NC2Sc3ccccc3N12 (stereo unspecified),93,105,101,107,106,106,92,102
O=c1[nH]c(Cn2nnc(-c3ccccc3)n2)nc2sc3c(c12)CCCC3,108,98,109,115,106,22,101,101
O=C(O)COc1ccc(Cl)cc1C1CCCCC1,98,117,104,105,114,103,106,104
Cc1ccc2c(c1)-c1cc(C)ccc1C2=O,97,98,89,91,·,87,94,·
COc1cc(F)c(/C=C/c2cc(/C=C/c3cc(OC)c(OC)cc3F)n(-c3ccc(OC(F)(F)F)cc3)n2)cc1OC,86,106,89,94,95,101,92,108
COc1ccc(C=CC(=O)c2ccc(-n3c(C)nc4c(cnn4-c4ccccc4)c3=O)cc2)cc1,·,45,8.3*,85,35,71,44,61
Cc1cc2nc3ccc(N(C)C)cc3nc2cc1N,72,103,71,103,85,89,77,105

# 13 compounds from above, ordered by molecular weight, largest number first.
SMILES,MDA-MB-231,BT-549,MCF7,HS 578T,T-47D,SK-MEL-2,LOX IMVI,MALME-3M
COc1cc(F)c(/C=C/c2cc(/C=C/c3cc(OC)c(OC)cc3F)n(-c3ccc(OC(F)(F)F)cc3)n2)cc1OC,86,106,89,94,95,101,92,108
CC(=O)OCC1O[C@@H](OC(C)=O)[C@@H](NC(=O)NS(=O)(=O)c2ccc([N+](=O)[O-])cc2)C(OC(C)=O)[C@@H]1OC(C)=O (stereo partly specified),104,101,92,110,·,109,98,106
O=C1NC(=S)NC(=O)C1=Cc1cn(Cc2cn(Cc3ccc(Cl)cc3Cl)nn2)c2ccccc12,93,87,100,100,106,98,100,105
CC(=O)c1c(C)[nH]c(-c2nc3ccc(N4CCN(C)CC4)cc3[nH]2)c1-c1ccc2c(c1)OCCO2,36,63,10,30,38,76,·,34
COc1ccc(C=CC(=O)c2ccc(-n3c(C)nc4c(cnn4-c4ccccc4)c3=O)cc2)cc1,·,45,8.3*,85,35,71,44,61
Cc1ccc(C(=O)CSc2nc3ccc(F)cc3c(=O)n2-c2ccc(Cl)cc2)cc1,14,1.4*,65,-19*,96,99,61,40
O=c1[nH]c(Cn2nnc(-c3ccccc3)n2)nc2sc3c(c12)CCCC3,108,98,109,115,106,22,101,101
Nc1nonc1-c1nc2ccccc2n1Cc1ccccn1,90,103,77,71,90,105,94,96
O=C(O)COc1ccc(Cl)cc1C1CCCCC1,98,117,104,105,114,103,106,104
Cc1cc2nc3ccc(N(C)C)cc3nc2cc1N,72,103,71,103,85,89,77,105
Cc1cc(-c2ccco2)c(C#N)c(=O)n1CC#N,104,99,101,116,96,110,96,98
COc1cccc(/C=C/C(=O)c2ccccc2)c1,108,94,23,97,95,100,88,·
CC1=CC(=O)NC2Sc3ccccc3N12 (stereo unspecified),93,105,101,107,106,106,92,102

# (listing goes on)
SMILES,MDA-MB-231,BT-549,MCF7,HS 578T,T-47D,SK-MEL-2,LOX IMVI,MALME-3M
S=c1cc(S)c2ccccc2[nH]1,101&85,112&104,93&85,103&104,106&85,100&84,91&92,106&96
O=C(c1ccc(O)cc1)C1[C@H](c2ccccc2Br)[C@@H](c2ccccc2)NC12C(=O)Nc1ccc(Cl)cc12 (stereo partly specified),-57*,16,-17*,5.5*,18,-73*,-100*,-11*
FC(F)(F)c1cccc(N=Nc2cccc(C(F)(F)F)c2)c1,73,106,27,104,63,100,91,125
Cc1ccc(-c2nc(SCC(=O)c3ccc(Br)cc3)[nH]c(=O)c2C#N)cc1,117,93,104,95,98,92,100,·
CC(C)=C1OC(=O)C1(C)C,103,119,100,·,108,98,95,114
Cc1nc2cc(Nc3nc(Cl)nc(Nc4ccc(F)cc4)n3)ccc2n1Cc1ccccc1,82,91,61,80,57,111,43,107
NS(=O)(=O)Oc1ccc(-c2ccc3sccc3c2)cc1,90,91,120,45,105,105,95,106
Cc1cccc(OCC(O)CN2CCN(c3ccccc3Cl)CC2)c1 (stereo unspecified),95,94,100,101,101,103,101,101
O=S(=O)(c1ccccc1)N1CCNc2ccccc21,117,119,112,112,127,112,108,86
Cc1ccc2nc(C)c(-c3nnc(SCCC(C)C)o3)n2c1,91,100,83,97,86,99,93,105
Cc1c(C(=O)C2C(=O)N(C)N=C2C(F)(F)F)nnn1-c1ccccc1 (stereo unspecified),98,102,94,85,73,107,86,102
Cc1cc(O)c(C(C)C)cc1N=Cc1cc(Cl)ccc1O,97,108,97,127,84,113,95,115
CCOC(=O)c1cc(-c2ccccc2)nc2ccc(Cl)cc12,110,84,101,103,53,99,97,112
O=C1/C(=C/c2ccccc2)SC(=S)N1N1CCOCC1,99,104,104,105,97,103,101,107
CCOC(=O)c1nnn(Cc2cc(=O)oc3ccc(O)cc23)c1C,105,110,92,94,98,111,100,103
COc1ccc2nc3cc(Cl)ccc3c(C#N)c2c1,94,103,72,86,75,·,86,114
COc1cccc(/C=N/N=C(N)N)c1,91,114,100,113,97,107,106,111
CC(C)N=C(N/C(N)=N/c1nc2ccccc2s1)NC(C)C,56,70,43,76,58,107,1.7*,75
COc1cc(C(=O)O)ccc1OC(C)=O,107,84,88,128,112,79,93,97
C=CCCCCCCCCC(=O)OCc1ccc2c(c1)OCO2,93,99,92,99,88,96,100,105
O=C(Nc1ccncc1)C(=O)c1cn(S(=O)(=O)c2ccc(Br)s2)c2ccccc12,87,82,61,95,86,92,79,·
C=C1C(=O)O[C@H]2[C@H]1CC/C(CNC(=O)C(C)c1ccc(CC(C)C)cc1)=C\CC[C@@]1(C)O[C@@H]21 (stereo partly specified),-1.8*,-40*,4.2*,25,-46*,33,-80*,-61*
COc1ccc(-n2c(C(O)c3ccccc3)nn(CN3CCOCC3)c2=S)cc1 (stereo unspecified),98,108,105,93,90,95,95,104
O=C1CCc2c(sc3[nH]c(=S)n(Cc4ccccc4)c(=O)c23)C1,17,11,16,-3.8*,6.7*,-15*,12,69
CN1CCN(Cc2ccc(C(=O)Nc3ccc4ccccc4c3)cc2)CC1,87,83,86,84,66,·,83,86
NCC(Cc1ccccc1)c1ccccc1 (stereo unspecified),106,109,100,107,99,105,102,107
C[C@H]1[C@H]2[C@H]3CC[C@@H]4[C@@]5(C)CC[C@H](O)C(C)(C)[C@@H]5CC[C@@]4(C)[C@]3(C)CC[C@]23CO[C@]1(C)[C@@H](C(=O)/C=C\c1cccnc1)C3,82,57,24,82,30,87,51,54
O=C1OC2(OC(=O)c3ccccc32)Oc2cc(C(F)(F)F)ccc21 (stereo unspecified),108,107,92,96,110,110,100,96
Cc1cccc2cc(-c3cc(-c4ccccc4)nc(=O)[nH]3)c(Cl)nc12,·,84,29,90,77,102,54,97
CC1(C=O)NC(=O)NC1=O (stereo unspecified),103,91,96,104,95,106,100,118
COC(=O)c1ccc(C)nc1,111,·,103,116,113,105,93,114
C=C(C)[C@@H]1CC[C@]2(CO)CC[C@]3(C)[C@H](CC[C@@H]4[C@@](C)(CCCO)[C@H](C(=C)C)CC[C@]43C)[C@@H]12,77,81,28,86,25,87,·,74
N=C(N)c1ccc(Oc2ccc3ccc(=O)oc3c2)cc1,111,87,91,103,96,97,109,108
Cc1cc(=O)oc2cc(OC(=O)CN(C)C)ccc12,108,101,99,97,94,102,100,99
CN1CCN(C(=S)SCC(=O)NC(=O)c2ccccc2)CC1,104,100,94,99,96,108,95,100
Cc1nccc2c3ccc(OCc4cn(-c5ccc(Br)cc5)nn4)cc3n(CC(C)C)c12,47,54,31,59,37,53,52,51
O=C1C(Cl)=C(Nc2ccc(S(=O)(=O)c3ccc(NC4=C(Cl)C(=O)c5ccccc5C4=O)cc3)cc2)C(=O)c2ccccc21,45,31,-55*,·,-40*,·,·,-49*
O=C(/C=C\C=C\c1ccccc1)c1ccc([N+](=O)[O-])cc1,117,102,98,101,102,96,97,93
Cc1cccc(C(=O)N(C(=O)c2cccc(C)c2)N(C)C)c1,92,113,104,112,92,98,101,104
O=S(=O)(Oc1ccc(-c2cn3ccsc3n2)cc1)c1ccc(Cl)c(Cl)c1,106,125,87,106,104,93,115,110
Cc1nc2ccc(Nc3nc(NCCN)nc(Nc4ccc(F)cc4)n3)cc2n1Cc1ccccc1,57,83,61,79,77,·,70,74
CCOc1ccccc1CC(O)CN(CC)CC (stereo unspecified),99,94,100,94,98,102,102,105
O=C(Nc1ccccc1)SC1CCCCC1,87,109,82,112,98,114,102,103
CC(=O)n1cc(/C=C2\N=C(c3ccccc3)N(c3ccc(S(=O)(=O)Nc4nccs4)cc3)C2=O)c2ccccc21,107,102,88,92,78,97,99,81
Cc1ccc(NC(=O)N(CCCl)N=O)cc1NC(=O)N(CCCl)N=O,86,89,85,99,·,93,80,91
Cc1c[nH]c(=O)n(Cc2nnc(CCC(=O)c3nc4ccccc4[nH]3)o2)c1=O,26,19,9.4*,10,34,25,36,48
Cc1cc(C(O)CN(CCCC(C)C)CCCC(C)C)cc2c1ccc1cc(C(C)C)ccc12 (stereo unspecified),60,·,87,103,99,93,96,111
CCCCCNCCO,107,117,108,149,·,108,99,128
CCOC(=O)c1ccccc1NC(=O)C(C)N1CCOCC1 (stereo unspecified),106,81,106,110,104,102,101,109
COc1cc(OC)c(S(N)(=O)=O)cc1C(=O)/C=C/c1ccc(Cl)cc1,12,1.0*,5.7*,13,26,·,-50*,61
COc1cccc(C2SC(C)C(=O)N2CCc2cccs2)c1 (stereo unspecified),55,53,40,79,28,61,53,66
O=C1CC2CC1C1C=CCC21 (stereo unspecified),115,106,93,107,98,106,110,92
CCOC(=O)CC(C)C(F)(F)F (stereo unspecified),110,95,109,113,97,95,·,90
C=CSC(=S)Sc1ccccc1,106,111,103,92,99,119,93,124
CC(=O)NC(O)C(Cl)Cl (stereo unspecified),·,86,94,107,·,100,88,97
Cc1cc(C)nc(NS(=O)(=O)c2ccc(Nc3nc(C)c4c(=O)[nH]c(NCc5ccccc5)nc4n3)cc2)n1,83,152,92,81,77,83,91,114
c1coc(CNc2ccnc(Nc3ccc(OCCN4CCCC4)cc3)n2)c1,90,94,80,77,97,101,80,117
Cc1cc(N=Nc2ccccc2)ccc1O,63,78,107,107,89,·,90,107
CC(=O)NC(C)C(=O)NC1CCCCCC1 (stereo unspecified),108,102,94,97,91,108,106,99
c1ccc2nc(-c3ccc4ccccc4n3)ccc2c1,·,94,62,105,·,88,92,84

# Later entries:
SMILES,MDA-MB-231,BT-549,MCF7,HS 578T,T-47D,SK-MEL-2,LOX IMVI,MALME-3M
Cc1nn(CCO)c(C)c1N=[N+]([O-])c1c(C)nn(CCO)c1C,99,50,4.4*,103,-3.4*,58,16,-60*
O=c1oc2ccccc2cc1-c1cc(-c2ccc3c(c2)OCO3)no1,86,105,67,92,69,·,94,97
O=C1CC(c2ccccc2)Sc2ccccc2N1 (stereo unspecified),102,81,93,94,92,·,95,93
CCOC(=N)c1ccc(C(=N)OCC)cc1,96,98,92,97,84,103,98,106
Oc1c(Cl)cc(Cl)c(Cl)c1Cc1c(O)c(Cl)cc(Cl)c1Cl,-14*,17,10,-1.2*,34,-39*,26,-21*
CC(=O)OCCC(C)(C)C1CCCCC1,121,104,98,96,·,98,99,117
Nc1ncnc2c1ncn2C1OC(COC(c2ccccc2)(c2ccccc2)c2ccccc2)C(O)C1O (stereo unspecified),85,94,94,84,103,88,91,96
CN1CCN(c2ccc3nc(/N=C/c4ccc5sc(-c6ccc(F)cc6)nc5c4)sc3c2)CC1,89,102,91,97,85,106,81,96
COc1cc(C)c(N)cc1N,85,98,86,91,87,134,85,81
CSc1nc(Sc2ccccc2)c(C#N)c(-c2cccc([N+](=O)[O-])c2)n1,103,89,86,105,95,98,84,110

# Bioassay records from PubChem BioAssay.
